Screens deposited in PubChem by National Center for Advancing Translational Sciences (NCATS).
CHX counter: Cycloheximide Counterscreen for Small Molecule Inhibitors of Shiga Toxin; cell reporter, cycloheximide protein synthesis inhibition counterscreen; max response, %; 300,000 tested, 12% active; in the data active = max response mostly above about 13%, no sharp cut-off; inactive = mostly below about 14%; note: read at 38.3 µM for the half of the compounds with a filed dose; 0% is about no effect
Pf growth 96h: Primary qHTS for delayed death inhibitors of the malarial parasite plastid, 96 hour incubation; P. falciparum luciferase reporter growth, 96 h; Potency, µM (highest dose often 28.7 µM), for inactives: top-dose activity change, negative = inhibition, actives largely listed as inhibitors; 320,000 tested, 6.9% active; AID 504834, 2011; note: potency is the fitted concentration of half-maximal effect; % is set by controls: 0 for no effect and ±100 for the full control effect
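Delayed-death screen, second-generation endpoint: infected erythrocytes, 2% hematocrit, 0.05% parasitemia final; 96 hours at 37 C, 5% CO2; luciferase detection reagent; luminescence decrease equals reduced growth.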
Sm TGR inh: qHTS Assay for the Inhibitors of Schistosoma Mansoni Peroxiredoxins; Schistosoma mansoni thioredoxin glutathione reductase (TGR), Q962Y6; purified TGR, DTNB reduction, TNB absorbance 405 nm; Potency, µM (titrated, usually from 114 µM), inactives show top-dose activity change, negative = inhibition, most hits filed as inhibitors; 360,000 tested, 3% active; AID 485364, 2010; note: potency is the fitted concentration of half-maximal effect; % is set by controls: 0 for no effect and ±100 for the full control effect; nearly all actives have a fitted effect of over 60% in size
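First, TGR (20 nM dispensed) and NADPH were mixed with compound. Second, a 15 min room-temperature incubation followed. Third, further NADPH and then DTNB were added to start the reaction. Finally, TNB absorbance was monitored kinetically.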
Giardia FBPA inh: qHTS Assay for Inhibitors of Fructose-1,6-bisphosphate Aldolase from Giardia Lamblia | A8B2U2 | purified Giardia FBPA | Potency, µM (top dose mostly 59.6 µM), for inactives: top-dose activity, negative = inhibition, most hits filed as inhibitors | 290,000 tested, 0.71% active | AID 2451, 2010; note: potency is the fitted concentration of half-maximal effect; % is set by controls: 0 for no effect and ±100 for the full control effect; nearly all actives have a fitted effect of over 55% in size
Target sequence (A8B2U2 whole entry, looked up): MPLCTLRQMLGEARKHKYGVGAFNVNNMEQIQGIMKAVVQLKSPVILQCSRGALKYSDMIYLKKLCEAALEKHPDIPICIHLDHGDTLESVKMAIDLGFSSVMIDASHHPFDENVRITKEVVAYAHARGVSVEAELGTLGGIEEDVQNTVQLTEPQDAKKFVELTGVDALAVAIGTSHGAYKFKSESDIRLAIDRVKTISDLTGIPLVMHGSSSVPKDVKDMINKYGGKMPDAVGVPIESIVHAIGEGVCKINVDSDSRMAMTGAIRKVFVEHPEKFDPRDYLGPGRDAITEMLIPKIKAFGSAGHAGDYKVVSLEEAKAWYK
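40 nM FBPA preincubated 10 min at RT with compound (up to 57.5 uM final), then substrate plus GAPDH/TPI/NAD/arsenate coupling and diaphorase/resazurin added. Fluorescence read after 20 min at RT, 525/598 nm.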
Pf growth 48h: Primary qHTS for delayed death inhibitors of the malarial parasite plastid, 48 hour incubation; 310,000 tested, 5.9% active; AID 504832, 2011; Potency, µM (series often up to 28.7 µM), inactives show at the top dose activity change, negative = inhibition, usual class: inhibitors; P. falciparum luciferase growth in erythrocytes, 48 h; note: potency is the fitted concentration of half-maximal effect; % is set by controls: 0 for no effect and ±100 for the full control effect
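Luminescence readout; reporter = integrated firefly luciferase in P. falciparum. RBC culture at 2% hematocrit, 0.1% parasitemia final, 37 C/5% CO2; decreased signal taken as growth inhibition.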
Shiga toxin inh: A qHTS for Small Molecule Inhibitors of Shiga Toxin; Vero cells, Shiga toxin protein synthesis inhibition reporter; AID 2315, 2010; 290,000 tested, 9.2% active; inhibition, % at 38.7 µM; in the data active = inhibition mostly above about 28%, no sharp cut-off; inactive = mostly below about 43%; note: 0% is about no effect
* marks the source's active call; other numbers are inactive results; & = joins results of further samples; [ ] = dose if it differs, or a comment. Unless noted, calls come from the whole dose curve; as a rule, active = well fitted curve in the direction sought with a large enough effect; inconclusive = small, poorly fitted or top-dose-only effect, or another doubt; inactive = no such curve, though single readings can be large; an effect the other way counts as inactive or inconclusive.

Cn1c(SCCCC(=O)c2ccc(F)cc2)nnc1-c1ccncc1 was read as CHX counter 9, Pf growth 96h 10µM*, Sm TGR inh 8%, Giardia FBPA inh -2%[12.9 µM], Pf growth 48h inconclusive and Shiga toxin inh -6.
COC(=O)c1ccc(N=c2sc(C(=O)OC)cc(=O)n2C)cc1 was read as CHX counter -2, Pf growth 96h -17%, Sm TGR inh 5%, Giardia FBPA inh 5%, Pf growth 48h 35%[activator] and Shiga toxin inh -3.
O=C1CC(N(CCc2ccccc2)C(=S)Nc2ccccc2)C(=O)N1c1ccc(Br)cc1 (configuration not stated) was read as CHX counter 1, Pf growth 96h inconclusive, Sm TGR inh 4%, Giardia FBPA inh -5%, Pf growth 48h inconclusive and Shiga toxin inh -5.
Screening COc1ccc(S(=O)(=O)Nc2cc(C)ccc2OC)cc1C returned CHX counter -2, Pf growth 96h 23%, Sm TGR inh 2%, Giardia FBPA inh 14%, Pf growth 48h -8% and Shiga toxin inh 7.
Screening O=C(CCn1c(=O)oc2ccccc21)NCCC1=CCCCC1 returned CHX counter -2, Pf growth 96h 1%, Sm TGR inh 6%, Giardia FBPA inh 2%, Pf growth 48h -4% and Shiga toxin inh 12.
CCOc1ccccc1C1C(C#N)=C(N)Oc2cc(N)ccc21 (configuration not stated) was read as CHX counter 2, Pf growth 96h inconclusive, Sm TGR inh -10%, Giardia FBPA inh -17% and Shiga toxin inh -24.
Cc1cc(C)c(OCC(=O)Nc2ccc(NC(=O)c3ccco3)cc2)c([N+](=O)[O-])c1 was read as CHX counter -1, Pf growth 96h inconclusive, Sm TGR inh 0%, Giardia FBPA inh 3%, Pf growth 48h inconclusive and Shiga toxin inh -1.
For Cc1c(C(=O)Nc2ccncc2)sc2nc(-c3ccccc3)cn12 the results were CHX counter 18*, Pf growth 96h inconclusive, Sm TGR inh -2%, Giardia FBPA inh -13%, Pf growth 48h 4.1µM* and Shiga toxin inh 22.
Screening NCCCC[C@H]1CNC(=O)C(=O)N1CCC12CC3CC(CC(C3)C1)C2 returned CHX counter -3, Pf growth 96h 7.4µM*, Sm TGR inh -8%, Giardia FBPA inh 0%, Pf growth 48h 12µM* and Shiga toxin inh 2.
Screening Cc1cc(C)cc(N2C(=O)CC(c3ccccc3)CC2=O)c1 returned Pf growth 96h 43%[activator], Sm TGR inh -5% and Pf growth 48h -1%.
Screening Cc1ccc(S(=O)(=O)N2CC(=O)Nc3ccccc32)cc1 returned CHX counter 9, Sm TGR inh -12%, Giardia FBPA inh 0%, Pf growth 48h 16% and Shiga toxin inh 6.
Screening Cc1cc(C)cc(NC(=S)NCC2CCN(C(C)c3ccccc3)C2)c1 (configuration not stated) returned CHX counter -5, Pf growth 96h 5.2µM*, Sm TGR inh inconclusive, Giardia FBPA inh 8%, Pf growth 48h inconclusive and Shiga toxin inh -9.
`Cc1cc(/C=C2\NC(=O)NC2=O)c(C)n1-c1ccc(N2CCOCC2)cc1` gave CHX counter 7, Pf growth 96h inconclusive, Sm TGR inh inconclusive, Giardia FBPA inh -24%, Pf growth 48h inconclusive and Shiga toxin inh -2.
O=C(CN1C(=O)c2cccc3cccc1c23)Nc1ccc(S(=O)(=O)N2CCOCC2)cc1 was read as CHX counter -3, Sm TGR inh -2%, Giardia FBPA inh -8%, Pf growth 48h inconclusive and Shiga toxin inh -11.
`Cc1ccc(C(=O)N/C(=C\c2ccccc2)C(=O)OCc2ccccc2)cc1` gave CHX counter 45*, Pf growth 96h 177%[activator], Sm TGR inh -2%, Giardia FBPA inh 4%, Pf growth 48h -26% and Shiga toxin inh 71*.
COc1cccc(C(=O)C2CCCN(Cc3ccon3)C2)c1 (configuration not stated) was read as CHX counter 7, Pf growth 96h inconclusive, Sm TGR inh -8%[57.1 µM], Giardia FBPA inh 1%, Pf growth 48h 8% and Shiga toxin inh 1.
`COc1c(O)ccc2cnn(-c3ccccc3C)c(=O)c12` gave CHX counter -2, Pf growth 96h -7%, Sm TGR inh -5%, Giardia FBPA inh 2%, Pf growth 48h 13% and Shiga toxin inh -8.
COc1cccc(NC(=O)C(Cc2ccccc2)n2cccc2)c1 (configuration not stated) was read as CHX counter -2, Pf growth 96h inconclusive, Sm TGR inh 15%, Giardia FBPA inh -7%, Pf growth 48h inconclusive and Shiga toxin inh -4.
For COc1ccc([N+](=O)[O-])cc1NC(=O)C(C)OC(=O)C1CCC1 (configuration not stated) the results were Pf growth 96h 0%, Sm TGR inh -26% and Pf growth 48h 14%.
O=C(NCCc1ccccc1)c1cccc(S(=O)(=O)NCc2ccccc2)c1 was read as Pf growth 96h -1%, Sm TGR inh 0% and Pf growth 48h -9%.

In the list so far, these have four or more nitrogen atoms.
Cn1c(SCCCC(=O)c2ccc(F)cc2)nnc1-c1ccncc1 was read as CHX counter 9, Pf growth 96h 10µM*, Sm TGR inh 8%, Giardia FBPA inh -2%[12.9 µM], Pf growth 48h inconclusive and Shiga toxin inh -6.
For Cc1c(C(=O)Nc2ccncc2)sc2nc(-c3ccccc3)cn12 the results were CHX counter 18*, Pf growth 96h inconclusive, Sm TGR inh -2%, Giardia FBPA inh -13%, Pf growth 48h 4.1µM* and Shiga toxin inh 22.
`Cc1cc(/C=C2\NC(=O)NC2=O)c(C)n1-c1ccc(N2CCOCC2)cc1` gave CHX counter 7, Pf growth 96h inconclusive, Sm TGR inh inconclusive, Giardia FBPA inh -24%, Pf growth 48h inconclusive and Shiga toxin inh -2.

Back to the main list, starting 2 compounds before the break.
For COc1ccc([N+](=O)[O-])cc1NC(=O)C(C)OC(=O)C1CCC1 (configuration not stated) the results were Pf growth 96h 0%, Sm TGR inh -26% and Pf growth 48h 14%.
O=C(NCCc1ccccc1)c1cccc(S(=O)(=O)NCc2ccccc2)c1 was read as Pf growth 96h -1%, Sm TGR inh 0% and Pf growth 48h -9%.
Screening S=c1[nH]nc(CCc2ccccc2)n1Cc1ccccc1 returned CHX counter -2, Pf growth 96h inconclusive, Sm TGR inh -1%, Giardia FBPA inh inconclusive, Pf growth 48h -7% and Shiga toxin inh -5.
Screening CCOC(=O)c1c(NC(=O)COC(=O)c2nccnc2N)sc2c1CCC2 returned Pf growth 96h inconclusive, Sm TGR inh inconclusive and Pf growth 48h -16%.
Screening O=C(O)c1ccc(Cl)c(S(=O)(=O)Nc2ccc(OCc3ccccc3)cc2)c1 returned CHX counter 23*, Pf growth 96h 40%[activator], Sm TGR inh -1%, Giardia FBPA inh -1%, Pf growth 48h 17% and Shiga toxin inh 62*.
For COCCNC(=O)/C(C#N)=C/c1cccc(/C=C(\C#N)C(=O)NCCOC)c1 the results were CHX counter -4, Pf growth 96h inconclusive, Sm TGR inh -19%, Giardia FBPA inh -4%, Pf growth 48h inconclusive and Shiga toxin inh -6.
Screening O=C(COc1ccccc1F)Nc1ccc(S(=O)(=O)N2CCCC2)cc1 returned Pf growth 96h inconclusive, Sm TGR inh -1% and Pf growth 48h inconclusive.
O=S(=O)(c1ccccc1)N1CCN=C1SCc1ccccc1 was read as CHX counter -2, Pf growth 96h -3%, Sm TGR inh 2%, Giardia FBPA inh inconclusive, Pf growth 48h inconclusive and Shiga toxin inh -9.
Cc1cnc(NS(=O)(=O)c2ccccc2)c(C)n1 was read as CHX counter -3, Pf growth 96h 44%[activator], Sm TGR inh -7%, Giardia FBPA inh -1% and Shiga toxin inh 11.
Screening Nc1ccc2nc(SCC(=O)N3CCN(c4ccccc4)CC3)sc2c1 returned CHX counter 3, Pf growth 96h inconclusive, Sm TGR inh -1%, Giardia FBPA inh -2%, Pf growth 48h -15% and Shiga toxin inh -11.
For COC(=O)Cc1ccc(OCC(=O)Nc2ccc(OC(F)(F)F)cc2)cc1 the results were CHX counter -3, Pf growth 96h 20%, Sm TGR inh 5%, Giardia FBPA inh 1%, Pf growth 48h 8% and Shiga toxin inh -4.
`CCOC(=O)c1ccc(-c2ccc(/C=N/NC(=O)CN(c3ccccc3Br)S(C)(=O)=O)o2)cc1` gave CHX counter 36*, Pf growth 96h 26%, Sm TGR inh 6%, Giardia FBPA inh 0%, Pf growth 48h -63% and Shiga toxin inh 56*.
C/C(=N\N1CCCCCC1)c1c(O)n(-c2ccc(Cl)cc2)c(=O)[nH]c1=O was read as CHX counter 0, Pf growth 96h 3%, Sm TGR inh -2%, Giardia FBPA inh 11%, Pf growth 48h inconclusive and Shiga toxin inh 13.
For CCOc1[nH]n(-c2ccc(Cl)cc2)c(=O)c1C=Nc1ccc(O)cc1 the results were CHX counter -1, Pf growth 96h inconclusive, Sm TGR inh 5%, Giardia FBPA inh -13%, Pf growth 48h inconclusive and Shiga toxin inh -16.
O=c1ccc(-c2n[nH]c(=S)n2-c2ccc(F)c(Cl)c2)n[nH]1 was read as CHX counter -3, Pf growth 96h inconclusive, Sm TGR inh 6%, Giardia FBPA inh inconclusive, Pf growth 48h -18%[5.75 µM] and Shiga toxin inh 14.
Screening COc1cccc(C(=O)N2CCC(n3nccc3NC(=O)CCOc3ccccc3)CC2)c1 returned CHX counter 30*, Pf growth 96h inconclusive, Sm TGR inh 2%, Giardia FBPA inh 5%, Pf growth 48h 3% and Shiga toxin inh 28.
O=C(Nc1nnc(CCc2ccccc2)s1)c1cccs1 was read as CHX counter 6, Pf growth 96h 38%[activator], Sm TGR inh 2%, Giardia FBPA inh 0%, Pf growth 48h 31%[activator] and Shiga toxin inh 10.
CCC1=C(OC(=O)N(CC)CC)N2C(=O)OC(=NCC3CC3)[C@]2(Cc2ccccc2)[C@H]2C1=CC[C@H]1C(=O)N(C)C(=O)[C@H]12 was read as CHX counter -4, Pf growth 96h 9.3µM*, Sm TGR inh 1%, Giardia FBPA inh 0%&-3%, Pf growth 48h 10µM* and Shiga toxin inh -7.
COc1cccc(C(=O)Nc2ccc(C(=O)O)cc2)c1 was read as CHX counter -1, Pf growth 96h inconclusive, Sm TGR inh 1%, Giardia FBPA inh 8%, Pf growth 48h 23% and Shiga toxin inh 22.
Cc1ccc(OCC(=O)O/N=C(\N)Cc2ccc(Cl)cc2)cc1 was read as CHX counter -2, Pf growth 96h 24%, Sm TGR inh 32%, Giardia FBPA inh 3%, Pf growth 48h 32%[activator] and Shiga toxin inh -1.
Screening CN1C(=O)C(C(=O)NC(C)(C)C)C2c3ccccc3OC13CCCCC23 (configuration not stated) returned CHX counter -2, Pf growth 96h 106%[activator], Sm TGR inh inconclusive, Giardia FBPA inh 3%, Pf growth 48h inconclusive and Shiga toxin inh -7.
For O=C(O)C(Oc1ccc2c(-c3ccccc3)cc(=O)oc2c1)c1ccccc1 (configuration not stated) the results were CHX counter -1, Pf growth 96h -6%, Sm TGR inh 0%, Giardia FBPA inh inconclusive, Pf growth 48h -5% and Shiga toxin inh 4.
O=C(CCc1ccccc1)NCc1cccnc1 was read as CHX counter 1, Pf growth 96h 13%, Sm TGR inh 7%, Pf growth 48h 2% and Shiga toxin inh -13.
Screening Cc1ccc(S(=O)(=O)C(C#N)c2nc3ccccc3nc2N2CCCCC2)cc1 (configuration not stated) returned CHX counter -4, Pf growth 96h 14%, Sm TGR inh -9%, Giardia FBPA inh -13%, Pf growth 48h 29% and Shiga toxin inh 19.
Screening O=C(O)CC1C(=O)NCCN1C/C=C/c1ccccc1 (configuration not stated) returned CHX counter -4, Pf growth 96h 25%, Sm TGR inh 40µM*, Giardia FBPA inh -8%, Pf growth 48h 0% and Shiga toxin inh 6.
`COC(=O)c1c(C)[nH]c(C=O)c1-c1ccccc1` gave CHX counter 30*, Pf growth 96h 69%[activator], Sm TGR inh 12%, Giardia FBPA inh 5%, Pf growth 48h 115%[activator] and Shiga toxin inh 62*.
